HTRA1 inh – inhibitors of human serine peptidase HTRA1; Q92743; recombinant HTRA1, FP-rhodamine activity-based probe, fluorescence polarization; inhibition, % at 5.96 µM; 340,000 tested, 0.5% active; AID 504803; in the data active = inhibition above about 36%;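 note: 0% = enzyme with DMSO and 100% = wells lacking enzyme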
ASAP1 inh – inhibitors of human ASAP1 ArfGAP activity; ASAP1-stimulated ARF1 GTP hydrolysis, GDP FP detection; inhibition, % at 16.5 µM; 360,000 tested, 0.19% active; AID 624377; in the data active = inhibition above about 25%;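 note: 0% = vehicle with enzyme and substrate and 100% = no enzyme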
rCAG RNA binder – r(CAG) repeat RNA binding | TO-PRO-1 dye displacement fluorescence | inhibition, % at 3 µM | 370,000 tested, 1.3% active;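 active = inhibition above the plate cutoff, the mean of all test compounds on that plate plus 3 SD, cut at about 35% in these data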;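 note: 0% = DMSO alone and 100% = 100 µM mitoxantrone as full dye displacement; higher means more dye released from RNA so lower well fluorescence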
ABHD4 inh – ABHD4 (mouse) inhibition, primary FP screen | Q8VD66 | purified mABHD4, FP-Rh probe fluorescence polarization | inhibition, % at 8.92 µM | 370,000 tested, 0.54% active;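 active = inhibition exceeding the mean over every tested compound plus 3 SD, cut at about 30% in these data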;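 note: 0% = plate median of compound wells and 100% = S159A mutant with DMSO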
Target sequence (Q8VD66 whole entry, looked up): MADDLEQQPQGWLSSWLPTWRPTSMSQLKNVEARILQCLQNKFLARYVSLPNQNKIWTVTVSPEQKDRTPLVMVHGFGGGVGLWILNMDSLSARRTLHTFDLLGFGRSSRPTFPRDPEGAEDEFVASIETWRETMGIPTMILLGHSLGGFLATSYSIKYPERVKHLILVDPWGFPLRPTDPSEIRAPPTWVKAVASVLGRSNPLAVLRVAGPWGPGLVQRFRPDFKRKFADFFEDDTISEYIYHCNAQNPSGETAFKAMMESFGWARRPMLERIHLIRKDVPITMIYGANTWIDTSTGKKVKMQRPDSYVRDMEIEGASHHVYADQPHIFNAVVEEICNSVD
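System: mouse ABHD4 enzyme, wild type / Medium: HEPES pH 7.0, NaCl, Pluronic buffer / Reagent: FP-Rh activity-based fluorescent probe / Control set: S159A mutant high control, sample median low control / Detection: fluorescence polarization with parallel and perpendicular emission, 525/598 nm / Schedule: 45 min + 60 min at 25 °C / Compound dosing: 8.92 µM, single dose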
GC-A act – GC-A (human) enzyme activation; AID 1671463; 370,000 tested, 0.14% active; HEK293 GC-A cells, cGMP TR-FRET, EC30 ANP; 0% at EC30 ANP, 100% saturating ANP; activation, % at 10 µM; in the data active = activation above about 40%
PG9 Ab binder – PG9 antibody binding by small molecule; TR-FRET gp120-PG9 antibody binding; 360,000 tested, 0.43% active; AID 624416; inhibition, % at 6.7 µM; in the data active = inhibition above about 8.5%
NR1D1 modulator – Rev-erb alpha (human) modulation; activity, % at 10 µM; P20393; Rev-erbα–FITC-DNA binding, fluorescence polarization, 90 min; 370,000 tested, 0.79% active;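 active = activity above about 14%, limit read from the data; passing the limit was not always enough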;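 note: 0% = DMSO wells with 35 nM protein and 100% = DMSO wells with 750 nM protein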
Target sequence (P20393 whole entry, looked up): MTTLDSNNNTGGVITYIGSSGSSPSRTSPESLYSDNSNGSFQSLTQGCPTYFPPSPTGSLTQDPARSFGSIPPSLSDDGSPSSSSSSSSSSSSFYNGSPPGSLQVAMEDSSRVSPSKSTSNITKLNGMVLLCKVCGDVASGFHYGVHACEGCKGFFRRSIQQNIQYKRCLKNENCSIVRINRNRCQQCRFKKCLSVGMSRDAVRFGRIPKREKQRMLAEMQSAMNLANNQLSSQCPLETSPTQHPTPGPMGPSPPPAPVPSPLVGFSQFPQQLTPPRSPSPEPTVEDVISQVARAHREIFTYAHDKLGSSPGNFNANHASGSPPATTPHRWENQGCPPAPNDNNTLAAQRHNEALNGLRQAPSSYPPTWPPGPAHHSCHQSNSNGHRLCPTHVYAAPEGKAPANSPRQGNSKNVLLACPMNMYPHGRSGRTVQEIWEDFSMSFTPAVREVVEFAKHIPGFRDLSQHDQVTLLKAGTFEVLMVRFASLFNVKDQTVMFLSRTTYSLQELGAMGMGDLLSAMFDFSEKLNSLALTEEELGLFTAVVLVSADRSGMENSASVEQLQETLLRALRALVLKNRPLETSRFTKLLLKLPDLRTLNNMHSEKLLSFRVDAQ
NPR2 activator – GC-B (human) receptor activation; P20594; HEK293-GC-B cells, CNP EC30, cGMP TR-FRET; 0% at EC30 CNP, 100% saturating CNP; activation, % at 10 µM; 370,000 tested, 0.11% active; AID 1920062;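 active = activation at 10 µM reaching about 35% in either raw or pattern-adjusted values, limit read from the data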
ARFGAP1 inhibitor – inhibitors of rat ARFGAP1; Q62848; inhibition, % at 16.5 µM; 360,000 tested, 0.26% active; Arfgap1-stimulated ARF1 GTP hydrolysis, GDP FP detection;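 active = inhibition above a per-plate limit, mean inhibition of low control wells plus 3 SD, cut at about 25% in these data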;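 note: 0% = DMSO wells with enzyme and 100% = wells lacking Arfgap1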
Target sequence (Q62848 1-136 limits assumed): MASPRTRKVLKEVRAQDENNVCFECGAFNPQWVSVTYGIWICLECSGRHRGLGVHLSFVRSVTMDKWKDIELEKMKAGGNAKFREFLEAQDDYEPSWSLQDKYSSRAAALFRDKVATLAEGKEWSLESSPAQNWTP
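system = rat Arfgap1 catalytic domain, aa 1-136 | technique = FP, GDP Alexa 633 tracer displaced from anti-GDP antibody, 620/688 nm | compound = one concentration, 16.5 µM, DMSO 1.26% | medium = HEPES-based buffer, pH 7.5 | timing = compound-enzyme preincubation 20 min, reaction 120 min, detection 60 min, 25 °C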
SMARCA2 act – SMARCA2 function activation, primary screen | MG213 cells, MMTV-luciferase reporter, dexamethasone, overnight | activation, % at 9.1 µM | 370,000 tested, 1% active | AID 652017; in the data active = activation above about 7.8%;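 note: 0% = vehicle wells and 100% = reference activator wells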
Numbers without * were called inactive; · = no result given.

(1) Cc1ccsc1/C=C(\C(=O)c1ccc(OC(C)C)cc1)c1nc2ccccc2o1
(2) O=C1CCC(c2ccc3c(c2)CCC3)=NN1
(3) CCCCn1nnnc1SCC(=O)c1ccccc1F
(4) O=C(NNS(=O)(=O)c1ccc(Cl)cc1)c1cnn(-c2ccccc2)c1-n1cccc1
(5) COc1cccc(NC(=O)CSc2nc3scc(C)c3c(=O)[nH]2)c1
(6) CC(OC(=O)CCN=C1NS(=O)(=O)c2ccccc21)C(=O)N(C)c1ccccc1 (configuration not stated)
(7) CC(=O)c1cccc(N=Nc2c(-c3ccccc3)[nH]n(-c3ccccc3)c2=O)c1
(8) CCN(CC)CCCn1c2c(c(SCC(=O)N3CCc4ccccc43)nc1=O)CCC2
assay / compound	1	2	3	4	5	6	7	8
ARFGAP1 inhibitor	-4	-7	-7	-10	-17	10	-12	2
ABHD4 inh	-4	0	-2	-1	1	4	5	-3
NPR2 activator	1	4	1	2	-5	-9	6	7
SMARCA2 act	-5	-1	1	-2	-1	-1	-3	-2
GC-A act	3	11	5	-2	4	3	0	-6
PG9 Ab binder	0.6	-1.3	0.5	0.2	26*	-2.8	-1.1	1.6
NR1D1 modulator	-2	-4	4	10	8	1	-3	-3
ASAP1 inh	9	-1	-9	8	-10	-2	2	-3
HTRA1 inh	-14	-3	-1	-10	-26	2	3	4
rCAG RNA binder	5	2	-2	5	24	-2	1	0

(9) O=C(CSc1nnc(-c2ccccn2)n1-c1ccccc1)Nc1ccc2c(c1)OCCO2
(10) O=C(Nc1ccc(F)cc1F)C1CCCN1S(=O)(=O)c1cccc2nsnc12 (configuration not stated)
(11) O=C(Cn1cccc1C(=O)c1ccccc1)NCc1ccccc1Cl
(12) Cc1ccc(S(=O)(=O)Nc2ccc(C(N)=O)cc2)cc1[N+](=O)[O-]
(13) N#Cc1cc2c(=O)n3ccccc3nc2n(Cc2cccnc2)c1=O
(14) CCOc1cc(NC(=S)NCC(C)C)c(OCC)cc1NC(=O)c1cccs1
(15) COc1ccc(Cn2c(NC(=O)c3ccccc3)nc(Cc3ccccc3)c2-c2ccccc2)cc1
(16) COc1cccc(C(=O)N2CCN(C(=O)c3cccc4ccccc34)CC2)c1OC
assay / compound	9	10	11	12	13	14	15	16
ARFGAP1 inhibitor	·	-1	3	-3	0	5	·	-4
ABHD4 inh	-2	7	-1	-7	-1	-4	8	2
NPR2 activator	-2	1	-9	2	-1	-3	-4	7
SMARCA2 act	-1	-4	4	-4	-3	-2	-4	0
GC-A act	0	-2	-6	0	8	-3	3	-1
PG9 Ab binder	·	-0.2	-0.7	0.3	1.5	-2.6	·	-1.4
NR1D1 modulator	4	4	8	-4	-5	-1	8	-3
ASAP1 inh	·	1	0	-4	6	-4	·	-3
HTRA1 inh	·	1	-1	1	-1	-3	·	5
rCAG RNA binder	5	0	-3	1	5	1	7	-7

Full records, looked up by structure. Screens in order: ARFGAP1 inhibitor, ABHD4 inh, NPR2 activator, SMARCA2 act, GC-A act, PG9 Ab binder, NR1D1 modulator, ASAP1 inh, HTRA1 inh, rCAG RNA binder
COc1cccc(C(=O)N2CCN(C(=O)c3cccc4ccccc34)CC2)c1OC as listed: -4, 2, 7, 0, -1, -1.4, -3, -3, 5, -7
CC(OC(=O)CCN=C1NS(=O)(=O)c2ccccc21)C(=O)N(C)c1ccccc1 (configuration not stated) as listed: 10, 4, -9, -1, 3, -2.8, 1, -2, 2, -2
O=C(Cn1cccc1C(=O)c1ccccc1)NCc1ccccc1Cl as listed: 3, -1, -9, 4, -6, -0.7, 8, 0, -1, -3
O=C(Nc1ccc(F)cc1F)C1CCCN1S(=O)(=O)c1cccc2nsnc12 (configuration not stated) as listed: -1, 7, 1, -4, -2, -0.2, 4, 1, 1, 0

Going on with the list.
(17) COCCN(CCOC)c1nc(S(=O)(=O)c2ccc(C)cc2)c(Cl)s1
(18) CC(C)CC(=O)N=C1SC2CS(=O)(=O)CC2N1Cc1ccccc1Cl (configuration not stated)
(19) Cc1cc(=O)oc2cc(OCC(=O)Nc3ccccc3C(=O)O)ccc12
(20) C=CCSc1nnc2c(n1)OC(c1ccco1)Nc1ccccc1-2 (configuration not stated)
(21) C[C@H]1CN([C@@H](C)CO)C(=O)CCCn2nncc2CO[C@@H]1CN(C)C(=O)c1ccccc1
(22) COC(=O)C1=C(C)N(c2ccc(OC)cc2)C(C)=C(C(=O)OC)C1c1ccccc1
(23) c1coc(-c2ccnc(-c3ccncc3)n2)c1
(24) O=C(Cc1ccccc1)Nc1ccccc1Oc1ccccc1
assay / compound	17	18	19	20	21	22	23	24
ARFGAP1 inhibitor	6	1	-3	-2	0	7	-6	-5
ABHD4 inh	-1	0	35*	0	4	1	6	-4
NPR2 activator	-2	-8	0	0	3	-5	2	5
SMARCA2 act	-1	-1	-1	0	-5	-4	-1	-1
GC-A act	3	-7	1	1	3	-5	6	-2
PG9 Ab binder	0.2	1.9	-0.8	-2.8	-1.6	-2.2	-0.7	0.3
NR1D1 modulator	2	6	-2	-7	2	-6	-5	7
ASAP1 inh	-3	1	4	-10	-11	-2	-6	-7
HTRA1 inh	-2	·	1	-1	2	-1	-2	-14
rCAG RNA binder	5	-6	5	5	-1	-3	-1	-2

(25) O=S(=O)(c1cccc2nsnc12)N1CCCCC1
(26) O=C(Oc1ccccc1-c1nnco1)c1ccc(Cl)cc1
(27) Cc1cc(C)cc(NC(=O)CCN2CCOCC2)c1
(28) O=C1C=CC(=Nc2ccc3c(c2)C(=O)c2ccccc2-3)O1
(29) Cc1ccc(CN2CCN(Cc3cn(C)nc3C)CC2CCO)o1 (configuration not stated)
(30) COc1ccccc1S(=O)(=O)Nc1ccc2cn[nH]c2c1
(31) COc1ccc(Nc2nc(-c3cccs3)cs2)c(OC)c1
(32) COC(=O)[C@]12C[C@H](CC(=O)N3CCN(C(=O)C4CC4)CC3)C(=O)N(Cc3ccc4c(c3)OCO4)C1=C[C@H](C(C)C)O[C@@H]2C1CC1
assay / compound	25	26	27	28	29	30	31	32
ARFGAP1 inhibitor	-15	2	3	1	22	-9	1	·
ABHD4 inh	3	-3	4	15	2	-7	6	5
NPR2 activator	-1	-5	0	-6	2	1	-6	2
SMARCA2 act	-2	0	0	-2	2	-2	6	-1
GC-A act	6	0	5	-2	-2	1	-9	1
PG9 Ab binder	0.3	1.2	0.8	-14	-4.7	-0.7	1.1	·
NR1D1 modulator	-4	2	3	2	-3	1	3	-7
ASAP1 inh	-3	7	-5	-12	-2	-6	3	·
HTRA1 inh	4	16	5	5	5	4	18	·
rCAG RNA binder	-2	3	-3	7	-1	0	13	0

(33) COc1ccc(-c2c(C#N)c(SCc3c(C)noc3C)nc3c2C(=O)CC(C)(C)C3)cc1
(34) Cc1cc(C(=O)CCC(=O)N2CCN(S(=O)(=O)c3cccs3)CC2)c(C)s1
(35) CCCC(=O)Nc1cc(C(=O)O)ccc1S(=O)(=O)c1ccc(C)cc1
(36) CC(C)CC(=O)C1=C(O)C(=O)N(Cc2ccccc2)C1c1ccccc1 (configuration not stated)
(37) COc1ccc(C(=O)N/N=C/c2ccc(N3CCOCC3)o2)cc1OC
(38) NS(=O)(=O)c1cccc(NC(=O)CN2CCc3ccccc32)c1
(39) Cc1cccn2c(/C=N/OCc3ccc(F)cc3)c(-c3ccc(Cl)cc3)nc12
(40) COc1ccc(NC(=O)C2(C)Cc3c(-c4cccc(C(F)(F)F)c4)ccnc3O2)cn1 (configuration not stated)
assay / compound	33	34	35	36	37	38	39	40
ARFGAP1 inhibitor	-2	-14	1	3	1	9	-3	8
ABHD4 inh	-5	-6	1	4	9	-4	-11	-10
NPR2 activator	-1	-1	0	1	4	1	0	-1
SMARCA2 act	5	-3	0	-3	0	-3	-1	-5
GC-A act	-3	-1	4	1	-4	0	3	0
PG9 Ab binder	-4.0	-1.7	-1.1	3.4	-9.5	-0.9	0.9	0.8
NR1D1 modulator	-2	-4	5	3	-9	3	1	0
ASAP1 inh	-4	-1	-5	-2	-16	-1	9	-11
HTRA1 inh	-1	-14	4	3	3	1	-6	·
rCAG RNA binder	2	0	2	6	5	10	3	0

(41) O=C1NN(c2ccccc2)C(=O)/C1=C\c1ccccc1
(42) CC1CC(C)CN(C(=O)COc2cccnc2[N+](=O)[O-])C1 (configuration not stated)
(43) CCOC(=O)C1CCN(C(=O)/C=C/c2ccc3c(c2)OCO3)CC1
(44) O=C(COC(=O)COc1ccc(Cl)cc1)Nc1ccc(N2CCOCC2)cc1
(45) CCN(CC)S(=O)(=O)c1ccc(/C=C/C(=O)Nc2c(C)n(C)n(-c3ccccc3)c2=O)cc1
(46) CCOc1ccc(NS(=O)(=O)c2ccc3c(c2)CCN3C(C)=O)cc1
(47) COc1ccc2cc(CN(CC3CCCO3)C(=S)NCc3ccco3)c(=O)[nH]c2c1 (configuration not stated)
(48) CCc1ccccc1NC(=O)COc1cccc(-n2cnnn2)c1
assay / compound	41	42	43	44	45	46	47	48
ARFGAP1 inhibitor	-3	10	-13	-8	-4	-2	14	0
ABHD4 inh	9	4	4	0	-3	0	-6	4
NPR2 activator	3	-5	-6	-5	-2	-3	0	-8
SMARCA2 act	0	3	6	1	5	-1	-2	0
GC-A act	14	-1	-6	8	3	2	2	5
PG9 Ab binder	-0.8	1.1	-3.0	-1.1	-0.3	-0.6	0.2	1.7
NR1D1 modulator	0	-5	3	-2	4	-8	-1	4
ASAP1 inh	-10	12	9	4	-4	13	-7	1
HTRA1 inh	6	3	-1	2	-12	4	-1	-5
rCAG RNA binder	10	-1	-4	-3	-1	1	-3	0

The last 4 entries of the section above come first, to join the parts:
(45) CCN(CC)S(=O)(=O)c1ccc(/C=C/C(=O)Nc2c(C)n(C)n(-c3ccccc3)c2=O)cc1
(46) CCOc1ccc(NS(=O)(=O)c2ccc3c(c2)CCN3C(C)=O)cc1
(47) COc1ccc2cc(CN(CC3CCCO3)C(=S)NCc3ccco3)c(=O)[nH]c2c1 (configuration not stated)
(48) CCc1ccccc1NC(=O)COc1cccc(-n2cnnn2)c1
(49) CN(C)S(=O)(=O)Nc1ccccc1C(N)=O
(50) CC(C)c1nc(SCC(=O)N2CCCCCC2)c2c(=O)n(C)c(=O)n(C)c2n1
(51) C/C(=N\Nc1ccc(S(=O)(=O)Nc2ccccc2)cc1[N+](=O)[O-])c1ccncc1
(52) O=C(Nc1cc2c(cc1Br)OCCO2)c1cccnc1
(53) Cc1ccc(C(CC(=O)N2CCCC2)c2ccccc2)c(O)c1C (configuration not stated)
(54) CCCCCC1CC(=O)NC1(C(=O)OCC)C(=O)OCC (configuration not stated)
(55) Cc1nccn1-c1c2c(c(C#N)c3nc4ccccc4n13)CCCC2
assay / compound	45	46	47	48	49	50	51	52	53	54	55
ARFGAP1 inhibitor	-4	-2	14	0	-11	17	1	6	14	-7	12
ABHD4 inh	-3	0	-6	4	3	2	5	-8	-5	1	4
NPR2 activator	-2	-3	0	-8	3	1	-2	5	-13	-7	1
SMARCA2 act	5	-1	-2	0	1	0	-1	1	0	-5	3
GC-A act	3	2	2	5	-5	6	-20	-1	-15	0	1
PG9 Ab binder	-0.3	-0.6	0.2	1.7	1.6	-1.6	-0.5	0.5	-1.6	0.6	-0.4
NR1D1 modulator	4	-8	-1	4	0	4	14	-1	6	2	-2
ASAP1 inh	-4	13	-7	1	-13	2	-6	-4	2	9	12
HTRA1 inh	-12	4	-1	-5	7	11	·	3	1	-4	5
rCAG RNA binder	-1	1	-3	0	0	-11	1	-4	-6	-3	4
